# Source: PubChem BioAssay
# LMPTP inh = LMPTP phosphatase inhibitors, primary screen, biochemical, fluorescence intensity, uHTS; AID 651560, 2012; Low molecular weight phosphotyrosine protein phosphatase (Homo sapiens), P24666; recombinant LMPTP-A, OMFP fluorogenic substrate; inhibition, % at 20 µM; actives 0.22% (n = 360,000);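 active = compounds that cut the enzyme signal by at least half of the control window in the single-dose screen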;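 note: plate controls were DMSO wells with enzyme plus substrate for no effect and substrate without enzyme for full effect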
# Target sequence (P24666 whole entry, looked up): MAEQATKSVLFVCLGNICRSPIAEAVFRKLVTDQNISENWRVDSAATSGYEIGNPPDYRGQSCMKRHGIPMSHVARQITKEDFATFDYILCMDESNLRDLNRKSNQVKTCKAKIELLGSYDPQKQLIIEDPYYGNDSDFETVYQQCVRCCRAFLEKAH
#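 Test system: LMPTP-A, protein tyrosine phosphatase of low molecular weight; Input: 0.625 nM enzyme; Incubation: 50 min dark incubation at room temperature; Signal: endpoint fluorescence intensity from OMFP dephosphorylation; Read-out basis: % inhibition versus control wells.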
# Scp1 inh = Scp-1 phosphatase inhibitors, primary screen, biochemical, colorimetric, uHTS. actives 0.88% (n = 340,000). Recombinant Scp1, phosphopeptide, malachite green phosphate absorbance. inhibition, % at 20 µM;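 active = inhibition above about 50% at 20 µM, limit read from the data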;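 note: plate controls were DMSO wells with enzyme for no effect and wells lacking enzyme for full effect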
#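 Times: enzyme reaction 45 min at room temperature, colour 5 min, stabilisation 30 min. Material: SCP-1 catalytic fragment, aa 76-261. Medium: Acidic Tris acetate buffer with magnesium and detergent. Signal: colorimetric free-phosphate detection, absorbance 630 nm. Read-out basis: % inhibition of SCP-1 phosphate liberation. Reagent: Phosphorylated 17-residue peptide substrate.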
# NadD block = inhibitors of S. aureus NadD, primary screen, biochemical, colorimetric, uHTS; actives 0.78% (n = 360,000); inhibition, % at 20 µM; Nicotinate-nucleotide adenylyltransferase NadD (Staphylococcus aureus N315); AID 602399, 2012; purified NadD enzyme, colorimetric absorbance read-out; in the data active = inhibition above about 26%; note: some compounds past the cut are filed as inactive
# STEP inh = STEP phosphatase inhibitors, primary screen, biochemical, fluorescence intensity, uHTS; Tyrosine-protein phosphatase non-receptor type 5 (Homo sapiens), P54829; recombinant STEP, OMFP fluorogenic substrate; inhibition, % at 20 µM; actives 0.25% (n = 360,000);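 active = inhibition at 20 µM, scaled per plate between control wells, above about 37%, limit read from the data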;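 note: 0% = DMSO with enzyme and substrate and 100% = substrate only without enzyme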
# Target sequence (P54829 whole entry, looked up): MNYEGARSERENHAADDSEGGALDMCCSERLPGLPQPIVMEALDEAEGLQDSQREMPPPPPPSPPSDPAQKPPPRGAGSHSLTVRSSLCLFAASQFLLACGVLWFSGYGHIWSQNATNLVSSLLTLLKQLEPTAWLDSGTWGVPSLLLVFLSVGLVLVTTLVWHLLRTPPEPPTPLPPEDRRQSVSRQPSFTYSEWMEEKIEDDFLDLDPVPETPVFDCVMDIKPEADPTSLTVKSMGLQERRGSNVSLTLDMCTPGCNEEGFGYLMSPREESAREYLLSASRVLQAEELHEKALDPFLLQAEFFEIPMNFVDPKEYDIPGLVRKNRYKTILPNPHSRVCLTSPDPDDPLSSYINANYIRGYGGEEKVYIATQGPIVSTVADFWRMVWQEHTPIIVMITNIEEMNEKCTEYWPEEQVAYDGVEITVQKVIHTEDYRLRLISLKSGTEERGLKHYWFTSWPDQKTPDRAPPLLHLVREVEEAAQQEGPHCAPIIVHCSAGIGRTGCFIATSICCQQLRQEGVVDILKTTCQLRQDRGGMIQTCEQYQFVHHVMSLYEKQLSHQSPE
#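 Also added – OMFP at 25 µM · Test system – STEP tyrosine phosphatase · Technique – FITC-channel fluorescence of OMFP product · Schedule – 20 min at room temperature, dark · Evaluation – control-normalized % inhibition with plate pattern correction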
# DNMT1 block = human DNMT1 methyltransferase inhibitors, primary screen, biochemical, molecular beacon, fluorescence, HinP1I cleavage, uHTS; DNA (cytosine-5)-methyltransferase 1 (Homo sapiens), P26358; inhibition (reported as % activation of signal), % at 10 µM; actives 0.83% (n = 360,000); in the data active = inhibition above about 50%
# SKN-1 block = suppressors of acrylamide-induced Pgst-4::GFP reporter in worms, primary screen, SKN-1 inhibitor project, whole organism, uHTS, GFP/RFP fluorescence ratio, strain VP596 | C. elegans VP596 Pgst-4::GFP/RFP ratio, 24 h | inhibition, % at 21.8 µM | actives 0.49% (n = 360,000);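 active = interference check ratio from 0.5 to 1.5 plus GFP to RFP signal ratio inhibition reaching or exceeding a fixed threshold, cut at about 30% in these data, passing the limit was not always enough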; note: some compounds called inactive have numbers as strong as hits
# SUMO1 PPI mod = modulators of SUMO1 protein-protein interactions, primary screen, biochemical, uHTS. SUMO1 binding to a labelled peptide, TR-FRET, 1 h. inhibition, % at 20 µM. actives 0.33% (n = 360,000); in the data active = inhibition above about 37%
# Rpn11 block = Rpn11 (PSMD14) deubiquitinase inhibitors, primary screen, biochemical, fluorescence polarization, uHTS; 26S proteasome non-ATPase regulatory subunit 14 (Homo sapiens), O00487; human 26S proteasome, Ub4-pepOG fluorescence polarization; 20S core pre-blocked with epoxomicin; calls only at 20 µM; actives 0.59% (n = 360,000); AID 588493, 2011;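 active = inhibition at 20 µM, scaled to each plate's controls, above about 33%, limit read from the data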
# Target sequence (O00487 whole entry, looked up): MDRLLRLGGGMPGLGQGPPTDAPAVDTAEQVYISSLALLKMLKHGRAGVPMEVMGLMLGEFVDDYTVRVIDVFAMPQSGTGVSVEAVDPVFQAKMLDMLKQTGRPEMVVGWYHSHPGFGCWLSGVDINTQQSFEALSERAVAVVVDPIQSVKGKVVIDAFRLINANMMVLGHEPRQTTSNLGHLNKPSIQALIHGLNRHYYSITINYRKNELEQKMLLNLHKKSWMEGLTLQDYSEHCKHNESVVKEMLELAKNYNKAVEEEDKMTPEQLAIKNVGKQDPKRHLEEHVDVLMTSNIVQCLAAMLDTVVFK
# MT1-MMP act inh = blockers of MT1-MMP proenzyme processing, primary screen, HT1080 RFP-PRO-GFP cells, GFP/RFP fluorescence | GFP/RFP ratio change, % at 20 µM | GFP/RFP ratio fluorescence, overnight; percent of plate control window, DMSO zero | actives 0.061% (n = 360,000) | Matrix metalloproteinase-14 (Homo sapiens), P50281;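 active = GFP/RFP ratio change of at least 30% with cell ATP level not reduced by more than half and red fluorescence within 50% of control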; note: strong numbers were not always called active
#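 Test system: HT1080 cells expressing an RFP-PRO-GFP fluorescent reporter construct / Compound dosing: single-point 20 µM compound, 1% DMSO / Schedule: cells overnight before dosing, compound overnight, 37 °C, 5% CO2 / Evaluation: GFP/RFP fluorescence ratio / Control set: DMSO and RFP-L50D-GFP cell wells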
# CendR NRP1 mod = modulators of CendR peptide binding to NRP-1, primary screen, biochemical, fluorescence polarization, uHTS; FAM-RPARPAR peptide binding to NRP-1; inhibition, % at 25 µM; Neuropilin-1 (Homo sapiens), O14786; actives 0.85% (n = 360,000);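 active = inhibition or corrected inhibition above about 18%, plus a signal ratio from 0.5 to 1.5, limit read from the data, passing the limit was not always enough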; note: strong numbers were not always called active
# The depositor's hits bear a star; i = inactive; · = no result given; + = active, no number. Not a hit list (roughly 3.9% active in at least one column).
SMILES,LMPTP inh,Scp1 inh,NadD block,STEP inh,DNMT1 block,SKN-1 block,SUMO1 PPI mod,Rpn11 block,MT1-MMP act inh,CendR NRP1 mod
COc1ccc(OC)c(Nc2ccc(Nc3cc(OC)ccc3OC)nn2)c1,1.6,1.1,6.8,-1.8,-16.4,7.7,-4.7,i,7.2,16.7
CCCCCCN1CC(=O)N2Cc3[nH]c4ccccc4c3C[C@H]2C1=O,2.5,-7.5,-0.9,6.1,-3.4,10.4,1.2,i,-1.5,-2.2
CC(C)N(Cc1ccccc1)C(=O)COC(=O)c1ccc(S(=O)(=O)N2CCOCC2)cc1,-0.1,-9.6,-1.4,1.7,0.8,-3.0,2.0,i,1.6,-1.2
CCCOc1ccc(C(=O)Nc2cccnc2)cc1,0.8,-7.5,-6.9,1.5,-0.3,17.4,4.8,i,0.9,6.7
C/C(=N/OC(=O)c1ccc(C)cc1)c1cccs1,-1.3,-11.9,-5.5,-5.4,1.6,-2.0,8.4,i,3.8,0.6
Cc1nn(-c2ccccc2)c(-c2ccccc2[N+](=O)[O-])c1C(=O)O,-1.0,-3.3,0.5,-0.5,2.6,12.6,-3.7,i,0.4,4.1
Cc1cccc2cc(-c3nc4c(C)cccn4c3NCc3ccco3)c(=O)[nH]c12,-1.1,-9.6,7.5,0.7,-4.7,3.1,-7.5,i,-5.8,12.3
COc1ccc(CC(=O)OCC(=O)N2c3ccccc3CC2C)cc1OC (stereo not given),3.4,·,0.5,0.4,6.6,12.6,5.9,i,1.3,-5.5
CCCCn1c(SCC(=O)Nc2cc(C)on2)nnc1-c1ccncc1,-0.2,-4.9,1.3,-0.1,1.0,12.4,1.8,i,-2.2,8.7
Cc1ccc(C(CC(=O)NCc2ccco2)c2ccccc2)c(O)c1 (stereo not given),-0.4,-1.1,-2.6,-2.2,-9.6,-1.8,-0.7,i,7.1,4.5
CCCCn1c(N)c(N(CC(C)C)C(=O)COC(=O)Cc2c(C)nc3ccccc3c2C)c(=O)[nH]c1=O,1.8,2.4,8.1,-1.6,-0.6,9.7,-4.8,i,-1.8,8.0
CSc1ccccc1NC(=O)CN(c1cccc(C)c1)S(C)(=O)=O,0.4,-1.1,-1.7,1.3,0.0,14.8,-1.0,i,4.1,11.4
CCOC(=O)C1=C(COC(=O)CCc2ccc(CC)cc2)NC(=O)NC1C (stereo not given),-0.1,-6.8,-3.4,2.4,0.3,0.0,-2.3,i,2.5,3.6
Cc1ccc(NC(=O)CCNS(=O)(=O)c2ccc(Br)s2)cc1,0.4,-1.8,-2.3,-0.3,-3.0,-7.8,-0.6,i,-0.3,1.2
Cc1c(C(=O)NC(=S)Nc2cccnc2)cccc1[N+](=O)[O-],-0.3,1.0,2.9,-0.8,-2.5,-3.8,4.8,i,-0.6,-46.5
OCC[C@H]1NCc2cc(CO)cc(-c3ccccc3)c21,1.5,-10.9,0.5,-2.2,-8.3,-15.9,2.6,i,-5.3,0.0
COc1ccc(Cc2noc(CN3CCN(c4ccc(Cl)cn4)CC3)n2)cc1OC,0.0,-3.5,-10.5,-1.8,0.3,-11.7,6.1,i,2.5,-5.6
O=c1[nH]ncc(N/N=C/c2ccccc2)c1Cl,-2.1,3.1,-1.3,-5.0,-1.7,5.7,-10.9,i,19.0,-3.6
C=CCOc1cc(OC)c(OC)c(OC)c1,-1.4,2.9,1.2,3.4,0.0,0.4,-2.9,i,4.2,-8.3
CCC(OC(=O)c1ccco1)C(=O)NCc1ccco1 (stereo not given),0.1,6.2,0.7,-2.0,2.4,-26.6,-0.4,+,11.8,2.0
Cc1cc2c(c(=O)n1Cc1ccco1)C(c1cccnc1)C(C#N)=C(N)O2 (stereo not given),-0.1,-2.5,4.7,-1.5,3.8,-9.5,8.2,i,-2.3,-20.5
CCCn1c(-c2cccs2)nc2c1c(=O)[nH]c(=O)n2Cc1ccccc1,0.7,-3.5,-2.3,-1.3,1.3,0.0,15.3,i,6.0,5.0
Cn1c(SCC(=O)c2cccs2)nnc1-c1ccco1,-1.2,-5.6,-3.1,-0.2,0.9,-10.9,0.7,i,2.4,7.6
Cc1nc2c(C#N)cnn2c2c1CCNN2C,-2.3,-4.2,-1.7,-0.6,0.5,5.5,-2.6,i,-5.4,3.9
Cc1ccccc1-n1c(SCC(=O)N/N=C/C=C/c2ccccc2[N+](=O)[O-])nc2ccccc2c1=O,3.4,-3.1,32.7*,-1.0,-11.1,-1.3,-5.9,i,-0.7,-2.1
CC(C)C(=O)N1CCC1(C)C(=O)Nc1cc(-c2ccccc2)nn1C (stereo not given),1.8,·,-7.3,-0.6,2.1,3.4,-12.7,i,3.9,-5.8
COc1ccc(NC(=O)CSc2nnc(-c3ccoc3C)n2CCc2ccccc2)cc1,-0.1,0.0,-1.1,2.7,-2.8,-10.4,1.6,i,-0.4,-7.3
O=C(CCNC(=O)c1ccc(Br)cc1)Nc1cc(Cl)ccc1-n1cncn1,-1.0,-0.7,-4.6,1.7,1.2,16.9,-4.4,i,0.2,-4.6
CC(C)(C)NS(=O)(=O)c1ccc(-c2csnn2)s1,-0.6,6.8,-23.6,-3.3,-2.2,-25.9,-0.6,i,4.0,-9.3
CCCNC(=O)/C(C#N)=C1\N=C(NC(=O)c2cccs2)c2ccccc21,-0.9,-11.2,-7.1,-2.7,26.2,5.7,-36.4,i,3.2,-6.2
COc1ccc(-c2nc3ccccn3c2C=O)cc1,-0.2,-5.5,2.0,0.8,4.0,14.0,-5.1,i,0.9,5.5
Cc1ccc2nc(SCC(=O)Nc3cccc([N+](=O)[O-])c3)[nH]c2c1,2.6,-2.7,-2.6,1.3,-12.1,-5.1,-13.4,i,2.4,3.9
Cc1ccc(NC(=O)CSCC(=O)Nc2ccc(N3CCOCC3)c(Cl)c2)cc1,-1.2,-6.9,4.2,4.0,-3.5,2.0,-0.1,i,3.6,-9.9
Cc1cccc(CSc2nnc(-c3cccs3)n2Cc2ccco2)c1,-0.2,-3.5,9.3,1.5,-0.3,-9.7,-2.0,i,-1.0,9.0
O=C1CC2CS(=O)(=O)CC2N1c1ccc(Cl)cc1Cl (stereo not given),-1.4,-4.8,-3.5,2.2,-0.1,-18.8,3.4,i,-2.1,2.8
C/C(=N\c1nc2ccccc2n1C)c1cc(Cl)ccc1O,1.4,-4.2,-9.7,-3.4,0.2,13.7,1.1,i,1.9,5.3
COC(=O)C1C(=O)c2c(n[nH]c2C)CC1(C)C (stereo not given),-1.7,-2.4,2.5,-2.0,1.9,15.0,-1.1,i,3.2,-0.7
CC(=O)S[C@@H]1CC2=CC(=O)CC[C@]2(C)[C@H]2CC[C@@]3(C)[C@@H](CC[C@@]34CCC(=O)O4)[C@H]12,-1.8,-6.3,-1.7,2.2,-0.5,-11.7,3.5,i,4.4,-4.2
CC1(C)CC(=O)C2=C(C1)OC1=C(C(=O)CC(C)(C)C1)C2c1ccc(O)cc1O,-0.7,-2.2,12.0,-0.2,3.0,-2.6,-1.8,i,-40.6,-0.7
CCCC1NC(=O)c2cccnc2-n2c1nc1ccc(Br)cc1c2=O (stereo not given),-0.9,·,1.3,-2.5,3.3,-2.6,-4.3,i,0.4,-0.7

# Part of the list above with just DNMT1 block and STEP inh:
compound	DNMT1 block	STEP inh
COc1ccc(-c2nc3ccccn3c2C=O)cc1	4.0	0.8
Cc1ccccc1-n1c(SCC(=O)N/N=C/C=C/c2ccccc2[N+](=O)[O-])nc2ccccc2c1=O	-11.1	-1.0
C/C(=N\c1nc2ccccc2n1C)c1cc(Cl)ccc1O	0.2	-3.4
CCCC1NC(=O)c2cccnc2-n2c1nc1ccc(Br)cc1c2=O (stereo not given)	3.3	-2.5
Cc1ccc(NC(=O)CSCC(=O)Nc2ccc(N3CCOCC3)c(Cl)c2)cc1	-3.5	4.0
O=C(CCNC(=O)c1ccc(Br)cc1)Nc1cc(Cl)ccc1-n1cncn1	1.2	1.7

# Going on with the list.
SMILES,LMPTP inh,Scp1 inh,NadD block,STEP inh,DNMT1 block,SKN-1 block,SUMO1 PPI mod,Rpn11 block,MT1-MMP act inh,CendR NRP1 mod
CC(C)[C@H](NC(=O)[C@@H]1Cc2ccccc2CN1)C(=O)NC1CCCCC1,-0.6,-3.5,-9.5,-0.7,-0.2,16.1,1.5,i,2.9,-2.2
Cc1ccc(CN(c2ccc(C(=O)N3CCCC3)cc2)S(C)(=O)=O)cc1,0.4,-0.4,-0.8,4.9,-1.0,-5.5,-2.5,i,1.1,-16.8
Cc1ccc(S(=O)(=O)N2CCOCC2)cc1NC(=O)CSc1nnc(COc2ccccc2F)n1N,-8.0,-3.9,10.0,-1.7,7.2,1.7,-6.6,i,-1.3,6.3
O=C(CNC(=O)c1cc(S(=O)(=O)N2CCCCC2)ccc1N1CCOCC1)Nc1ccc(F)c(F)c1,0.0,-6.8,-6.7,-1.7,20.1,4.1,-7.0,i,3.3,1.8
Cc1ccc(CSCCNS(=O)(=O)c2ccc([N+](=O)[O-])cc2)cc1,2.1,-12.7,-3.5,2.2,-2.1,-7.7,-40.1,i,-0.9,8.0
O=c1ccn([C@@H]2O[C@H](CNCc3c(OCc4ccccc4F)ccc4ccccc34)[C@@H](O)[C@H]2O)c(=O)[nH]1,-0.8,·,-3.1,1.2,-3.1,5.9,-15.0,i,0.5,-8.6
O=C(NCCNc1ccc([N+](=O)[O-])cc1)c1cccc2c(Br)cccc12,2.5,-11.1,3.6,-2.3,-7.8,4.7,-7.7,i,0.3,-1.2
COc1cc(C(=O)Sc2ccc(C)cc2)cc(OC)c1OC,1.1,-14.5,-3.6,0.4,1.5,2.7,0.2,i,-11.8,1.7

# A different layout for 2 compounds above.
SMILES	LMPTP inh	Scp1 inh	NadD block	STEP inh	DNMT1 block	SKN-1 block	SUMO1 PPI mod	Rpn11 block	MT1-MMP act inh	CendR NRP1 mod
Cc1ccc(CN(c2ccc(C(=O)N3CCCC3)cc2)S(C)(=O)=O)cc1	0.4	-0.4	-0.8	4.9	-1.0	-5.5	-2.5	i	1.1	-16.8
COc1cc(C(=O)Sc2ccc(C)cc2)cc(OC)c1OC	1.1	-14.5	-3.6	0.4	1.5	2.7	0.2	i	-11.8	1.7
